KKLEB cytotox: CF airway cell cytotoxicity counter-screen; KKLEB CF airway cells viability, ATPlite luminescence, overnight; hits give low values; cells stimulated with P. aeruginosa culture filtrate; activity change (cytotoxicity), % at 5 µM; 360,000 tested, 0.36% active; AID 602141;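 active = corrected activity change at or below -50% at 5 µM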
TWEAK Fn14 block: TWEAK-Fn14 signaling inhibition; 360,000 tested, 2% active; inhibition, % at 10 µM; TWEAK-stimulated Fn14 reporter cells, luciferase luminescence, 8 h; in the data active = inhibition above about 50%
TRAIL sens C8: sensitizes caspase-8 expressing cells to TRAIL | 360,000 tested, 1% active | inhibition (viability loss, TRAIL sensitization), % at 10 µM | NB7+C8 cells + TRAIL, ATPlite viability luminescence;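 active = compounds causing at least 50% loss of cell viability in the single-dose screen, relative to plate controls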
SRC3 inh: human NCOA3 inhibition | Q9Y6Q9 | HEK293 GAL4-SRC3 luciferase reporter, luminescence | AID 588352 | inhibition, % at 3.6 µM | 360,000 tested, 0.17% active;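 active = inhibition above a per-campaign cutoff, the mean of all compounds plus 3 SD, cut at about 60% in these data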;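 note: 0% = DMSO-treated cells and 100% = gossypol-treated cells at 36 µM; higher means less SRC3-driven luciferase light from the GAL4 reporter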
TROY NFkB inh: inhibitors of TROY-dependent NF-kB signaling; Q293 LMP1-TROYcd NF-kB luciferase reporter, 4 h; 360,000 tested, 0.98% active; inhibition, % at 10 µM;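 active = compounds whose plate-normalised and pattern-corrected inhibition of the luciferase reporter signal at the single screening dose is 50% or more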
NCOA1 inh: human NCOA1 inhibition | 360,000 tested, 0.12% active | inhibition, % at 3.6 µM | HEK293 GAL4-SRC1 luciferase reporter, luminescence;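 active = inhibition above the campaign mean plus 3 SD, with each screening campaign given its own cutoff, cut at about 60% in these data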;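 note: 0% = DMSO treated cells and 100% = gossypol at 36 µM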
CF NFkB inh: inhibitors of cystic fibrosis induced NF-kB; KKLEB NF-kB-GFP reporter, PAF-induced, GFP fluorescence overnight; inhibition, % at 5 µM; 360,000 tested, 0.86% active;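 active = at least 50% inhibition at 5 µM, scaled per plate between neutral and stimulator controls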;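 note: PAF is a Pseudomonas aeruginosa culture filtrate used as stimulus; plate controls were PAF-stimulated DMSO wells for no effect and unstimulated DMSO wells for full effect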
SRC2 inh: inhibits human steroid receptor coactivator 2 | inhibition, % at 9 µM | HEK293 GAL4-SRC2 luciferase reporter, luminescence | Q15596 | 370,000 tested, 0.17% active | AID 651957;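 active = inhibition above the mean inhibition of all tested compounds plus 3 SD, set per campaign, cut at about 52% in these data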;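 note: 0% = DMSO treated cells and 100% = cells given Gossypol at 36 µM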
Target sequence (Q15596 whole entry, looked up, the tested form may be a part): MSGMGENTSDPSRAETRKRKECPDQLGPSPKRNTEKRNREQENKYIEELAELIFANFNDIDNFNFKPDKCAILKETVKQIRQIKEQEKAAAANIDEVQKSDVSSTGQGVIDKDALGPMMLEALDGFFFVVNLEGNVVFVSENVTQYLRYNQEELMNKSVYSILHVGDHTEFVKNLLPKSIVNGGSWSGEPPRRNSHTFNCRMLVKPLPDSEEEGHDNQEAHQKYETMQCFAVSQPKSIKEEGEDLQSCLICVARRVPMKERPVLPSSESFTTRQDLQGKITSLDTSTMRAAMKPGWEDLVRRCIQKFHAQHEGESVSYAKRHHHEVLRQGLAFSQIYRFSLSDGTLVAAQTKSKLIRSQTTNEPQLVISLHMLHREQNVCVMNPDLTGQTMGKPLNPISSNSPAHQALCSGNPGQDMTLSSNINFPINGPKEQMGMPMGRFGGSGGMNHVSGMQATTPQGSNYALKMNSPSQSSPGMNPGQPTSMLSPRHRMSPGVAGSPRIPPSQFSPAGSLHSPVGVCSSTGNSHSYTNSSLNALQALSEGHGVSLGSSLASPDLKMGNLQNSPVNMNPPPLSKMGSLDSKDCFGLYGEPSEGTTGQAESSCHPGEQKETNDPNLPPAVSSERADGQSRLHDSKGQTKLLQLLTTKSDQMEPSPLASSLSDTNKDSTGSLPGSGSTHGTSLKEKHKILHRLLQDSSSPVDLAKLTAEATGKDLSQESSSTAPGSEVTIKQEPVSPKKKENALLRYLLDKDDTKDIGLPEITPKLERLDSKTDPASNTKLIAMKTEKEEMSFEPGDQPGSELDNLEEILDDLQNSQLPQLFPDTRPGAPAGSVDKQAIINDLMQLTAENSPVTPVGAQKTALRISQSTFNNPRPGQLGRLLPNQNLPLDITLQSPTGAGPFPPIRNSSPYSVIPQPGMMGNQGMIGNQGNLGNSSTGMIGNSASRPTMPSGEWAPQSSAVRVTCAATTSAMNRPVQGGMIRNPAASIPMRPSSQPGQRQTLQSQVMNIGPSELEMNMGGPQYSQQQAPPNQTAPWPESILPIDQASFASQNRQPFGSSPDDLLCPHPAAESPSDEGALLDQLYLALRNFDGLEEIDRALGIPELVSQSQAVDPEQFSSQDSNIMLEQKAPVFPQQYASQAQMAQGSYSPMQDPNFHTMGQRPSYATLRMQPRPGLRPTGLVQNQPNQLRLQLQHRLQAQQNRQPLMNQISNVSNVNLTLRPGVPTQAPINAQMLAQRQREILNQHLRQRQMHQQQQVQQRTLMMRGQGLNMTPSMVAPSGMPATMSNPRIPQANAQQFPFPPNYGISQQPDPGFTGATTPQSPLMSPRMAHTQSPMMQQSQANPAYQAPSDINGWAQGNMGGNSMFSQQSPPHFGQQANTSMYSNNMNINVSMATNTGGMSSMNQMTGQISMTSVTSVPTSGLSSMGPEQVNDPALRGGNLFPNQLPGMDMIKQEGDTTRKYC
LMP1 NFkB inh: Epstein-Barr LMP1 NF-kappaB reporter inhibition; LMP1-induced NF-kappaB luciferase reporter cells, luminescence; inhibition, % at 12.5 µM; 350,000 tested, 0.69% active; in the data active = inhibition above about 41%;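 note: 0% = neutral control wells and 100% = reference inhibitor control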
COUP-TFII inh: inhibitors of human COUP-TFII (NR2F2); P24468; HEK293T NGFI-A luciferase reporter, luminescence; inhibition, % at 8.6 µM; 370,000 tested, 0.7% active; AID 686940;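 active = inhibition above a per-plate cutoff, mean inhibition of test wells between control levels plus 3 SD, cut at about 38% in these data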;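 note: cells cotransfected with COUP-TFII expression vector driving the NGFI-A reporter; 0% = median of COUP-TF2 test wells and 100% = reporter-only cells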
NR5A2 inv ag: suppresses constitutive activity of human LRH-1 | O00482 | HEK293T StAR-luciferase reporter, LRH-1 transfected, 24 h | inhibition, % at 3.6 µM | 360,000 tested, 0.13% active | AID 602396;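 active = inhibition above the mean inhibition of all tested compounds plus 3 SD, cut at about 73% in these data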;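 note: 0% = DMSO wells and 100% = reporter-only cells lacking LRH-1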
Numbers without * were called inactive; . = not tested or not shown.

SMILES,TROY NFkB inh,COUP-TFII inh,KKLEB cytotox,NCOA1 inh,LMP1 NFkB inh,SRC2 inh,SRC3 inh,TRAIL sens C8,TWEAK Fn14 block,NR5A2 inv ag,CF NFkB inh
O=C(c1cc(N2C(=O)C3C4CCC(C4)C3C2=O)ccc1Cl)N1CCN(c2ccccc2)CC1 (stereo not drawn),5,25,8,2,4,18,27,16,10,-15,5
COc1ccccc1NS(=O)(=O)c1ccc(NC(=O)CCNC(=O)c2ccco2)cc1,8,-4,-7,-4,10,7,6,15,8,4,-2
O=c1c(Oc2ccccc2Br)c(C(F)(F)F)oc2c(CN3CCCC3)c(O)ccc12,-18,8,-16,-10,-3,2,-4,-9,12,-12,2
COc1cc(C(=O)NC(=S)N2CCN(C)CC2)cc(OC)c1OC,-6,-4,-7,6,-4,13,5,-11,-18,-11,10
CN(C)c1nc(-c2cccs2)cc(C(F)(F)F)c1C#N,0,9,-2,4,2,-10,14,-5,-28,-14,-1
CCOC(=O)c1c(NC(=S)N2CCN(C)CC2)sc(C)c1-c1ccccc1,4,15,-2,-6,-3,-7,4,2,16,-24,-29
O=C(NC1CCCN(c2ccc(C(F)(F)F)cn2)C1)c1cc(Cl)ccc1F (stereo not drawn),-13,1,-16,-7,-7,14,2,-3,-27,15,-8
CCOC(=O)c1c(NC(=O)CCS(=O)(=O)c2ccccc2)sc2c1CCN(C)C2,21,5,1,8,1,-17,-2,20,-15,11,-34
C=CCOc1c(Br)cc(CNc2ccc(NC(=O)C(C)C)c(OC)c2)cc1OCC,7,12,-20,7,0,-11,4,-9,2,27,10
O=C(Cn1cc(COc2ccc(-n3cccc3)cc2)nn1)NS(=O)(=O)c1ccccc1C(F)(F)F,0,0,-19,-16,.,-9,1,-19,10,-16,21
COCCNC(=O)CCn1nc(-c2ccc(Cl)cc2)c2ccccc2c1=O,-5,.,4,-2,2,.,-36,-7,-17,12,-6
COc1ccc2nc3oc(C(=O)N4CCN(c5ccccc5F)CC4)cc3cc2c1,36,4,-14,-8,0,-6,5,-4,-15,-12,36
CCOC(=O)Cc1csc(SCC(=O)N2CCN(c3ccccc3)CC2)n1,-8,1,-20,14,1,-7,-15,5,-4,-19,40
O=C(Nc1ccc(Nc2ccccc2)cc1)C1CC1,-9,-14,9,-25,3,-46,-13,10,-1,-32,2
Cc1oc2ccc(OCc3ccc(Cl)cc3)cc2c1C(=O)O,-12,14,-2,-9,5,1,-15,0,-6,1,-6
CCOC(=O)C1CCCN(C(=O)C2CCN(S(=O)(=O)c3cccs3)CC2)C1 (stereo not drawn),2,3,-3,-13,-5,-1,-10,8,-21,7,12
COc1ccc(CCNC(=O)C2CCCN(C(=O)N(C)C)C2)c(OC)c1 (stereo not drawn),-1,4,-10,-16,1,-11,7,-20,1,10,6
Cc1[nH]nc2c1C(c1ccccn1)N(c1ccc(Br)cc1)C2=O (stereo not drawn),-35,0,5,-5,-4,22,8,-12,1,-11,3
COc1cccc(NC(=S)NC(=O)Cc2ccccc2)c1,-33,-3,-10,-17,1,-39,0,-10,-15,-34,10
COc1ccc(S(=O)(=O)n2c(N)nc3ccccc32)cc1,-4,4,-2,2,.,-16,-45,22,6,-2,14
COc1ccc(C)cc1NC(=O)CCCN1C(=O)CN(C)C1=O,-6,3,3,-12,4,-8,-6,1,2,3,2
Cc1ccc(NC(=O)c2cc(NC(=O)CCCC(=O)O)ccc2Cl)cc1Cl,-9,-17,2,-24,-7,-28,-1,4,3,7,-1
COC(=O)c1c(NC(=O)C2CC=CCC2C(=O)O)sc(C)c1C (stereo not drawn),-9,-2,4,-17,-2,0,-6,-1,2,15,-10
CC(C)CCOCC(O)CCC(=O)NNC(=S)Nc1ccccc1 (stereo not drawn),-29,-4,-13,-5,-8,-13,2,-8,-28,-6,1

An excerpt of these results, as labelled records:
COc1ccc(CCNC(=O)C2CCCN(C(=O)N(C)C)C2)c(OC)c1 (stereo not drawn)
  TROY NFkB inh: -1
  COUP-TFII inh: 4
  KKLEB cytotox: -10
  NCOA1 inh: -16
  LMP1 NFkB inh: 1
  SRC2 inh: -11
  SRC3 inh: 7
  TRAIL sens C8: -20
  TWEAK Fn14 block: 1
  NR5A2 inv ag: 10
  CF NFkB inh: 6

CCOC(=O)Cc1csc(SCC(=O)N2CCN(c3ccccc3)CC2)n1
  TROY NFkB inh: -8
  COUP-TFII inh: 1
  KKLEB cytotox: -20
  NCOA1 inh: 14
  LMP1 NFkB inh: 1
  SRC2 inh: -7
  SRC3 inh: -15
  TRAIL sens C8: 5
  TWEAK Fn14 block: -4
  NR5A2 inv ag: -19
  CF NFkB inh: 40

Cc1oc2ccc(OCc3ccc(Cl)cc3)cc2c1C(=O)O
  TROY NFkB inh: -12
  COUP-TFII inh: 14
  KKLEB cytotox: -2
  NCOA1 inh: -9
  LMP1 NFkB inh: 5
  SRC2 inh: 1
  SRC3 inh: -15
  TRAIL sens C8: 0
  TWEAK Fn14 block: -6
  NR5A2 inv ag: 1
  CF NFkB inh: -6

COc1cccc(NC(=S)NC(=O)Cc2ccccc2)c1
  TROY NFkB inh: -33
  COUP-TFII inh: -3
  KKLEB cytotox: -10
  NCOA1 inh: -17
  LMP1 NFkB inh: 1
  SRC2 inh: -39
  SRC3 inh: 0
  TRAIL sens C8: -10
  TWEAK Fn14 block: -15
  NR5A2 inv ag: -34
  CF NFkB inh: 10

(further entries)
SMILES,TROY NFkB inh,COUP-TFII inh,KKLEB cytotox,NCOA1 inh,LMP1 NFkB inh,SRC2 inh,SRC3 inh,TRAIL sens C8,TWEAK Fn14 block,NR5A2 inv ag,CF NFkB inh
CCOc1ccc(OCC(=O)OCC(=O)Nc2ccccc2C#N)cc1,-3,11,-6,0,-9,-20,9,4,-5,6,6
COc1ccc(CNC(=O)c2cc3cc(OC)ccc3oc2=O)cc1,-29,-20,-4,3,-4,-10,0,21,-3,-3,-10
CCOc1ccc(C(=O)NCC(=O)OCc2c(C)noc2C)cc1,-2,0,-8,6,-4,7,7,3,-1,-5,-2
O=C(Oc1ccccc1/C=C\C(=O)c1cc2ccccc2o1)c1cccc(F)c1,-43,-23,1,-29,-1,-23,-21,11,21,13,10
CC(C)C(c1nnnn1Cc1ccccc1)N(Cc1ccco1)Cc1cccs1 (stereo not drawn),11,10,-3,-12,-7,-11,12,-2,16,15,3
Cc1cc(C)c2c(c1)-c1c(ssc1=S)C(C)(C)N2C(=O)CSc1nncn1C,12,12,-9,-12,5,-2,8,6,16,10,10
CCn1nc(C)c(CN2CCCC(CNS(=O)(=O)c3ccc(OC)cc3)C2)c1C (stereo not drawn),5,20,6,-4,4,4,12,11,4,-4,-23
CC(=O)Oc1cc2c(c3ccccc13)CCC2=O,-19,-28,11,-3,7,5,1,0,11,23,-54
CC(C)C(NC(=O)c1ccc(Cl)cc1Cl)C(=O)N1CCC1 (stereo not drawn),-4,8,0,-15,3,14,-7,2,22,-14,5
CN(C)C1=NC[C@H](Cc2ccccc2)N1CC1CCCC1,-1,-10,5,8,1,-21,5,7,2,13,1
CCN=C1SC(C(=O)Nc2cccc(Cl)c2)CC(=O)N1CC (stereo not drawn),24,-12,0,7,-8,-24,6,-2,-9,7,-3
C#CCOCCOCCOCCNc1nc(N2CCN(C(=O)Cn3cc(CCCCN)nn3)CC2)nc(N2CCN(C(=O)[C@H](CCCCN)n3cc(CCCC)nn3)CC2)n1,-14,7,-11,-4,-9,5,-21,9,-2,-1,2
CCOC(=O)Cn1cnc2c(nnn2Cc2ccc(Cl)cc2)c1=O,-18,-2,4,2,-1,12,22,-2,-16,2,11
CC1(C(=O)Nc2cccc(C(F)(F)F)c2)Cc2c(-c3ccc4c(c3)OCO4)ccnc2O1 (stereo not drawn),-5,-4,-8,3,.,-2,0,3,-11,-4,9
Nc1nc(-c2ccco2)cs1,-16,10,3,-7,-6,-6,-30,-5,-10,-13,0
CCc1ccc(NC(=O)Cc2ccc(NC3=NC4CS(=O)(=O)CC4S3)cc2)cc1 (stereo not drawn),-18,0,3,-5,-4,-10,-7,-15,-9,-26,1
CC(=O)Nc1ccc(CN2CCN(C3CCCC3)C(CCO)C2)cc1 (stereo not drawn),-3,5,3,-3,3,12,13,0,0,5,2
NNC(=O)c1cccc(O)c1,-8,-23,10,-30,7,-20,-41,0,3,-55,-2
CCc1ccc(C(O)c2ncc(-c3cccc4ccccc34)[nH]2)cc1 (stereo not drawn),2,-2,-2,8,.,0,0,6,-5,0,-19
COc1cc([N+](=O)[O-])cc(/C=N/NC(=O)Cn2cncn2)c1O,-8,-7,13,-13,0,-4,10,-1,7,7,-5
CCOC(=O)CSc1nnc(C2CCCCC2)n1C,8,1,-2,-15,9,8,0,-1,-14,-3,-11
COC(=O)c1ccc(NC(=O)[C@H](C)NC(N)=O)cc1,-5,-19,-4,0,17,-6,9,-14,-14,2,-4
Cc1nnc(NC(=O)CSc2nccn2Cc2ccccc2)s1,-20,6,25,13,-5,-7,12,0,20,10,-9
Cc1csc2nc3cc(C(N)=O)ccc3c(=O)n12,7,16,-2,-4,2,-15,16,-13,14,-10,-9
CCCNC(=O)COC(=O)c1ccccc1OCc1ccc(Cl)cc1,-23,10,4,2,-1,-7,1,-16,2,0,-6
CCOc1ccc(Cl)cc1CN1CCOCC1,0,-3,10,-6,4,-8,5,-6,-12,22,0
Cc1oc(-c2ccc(Cl)cc2)nc1CN1CCC(C(=O)NCCCN2CCCC2=O)CC1,2,20,-6,-1,9,-3,-3,-7,-4,6,-3
O=C(CCc1ccccc1)N/N=C/c1cccc([N+](=O)[O-])c1,5,21,-1,1,4,-12,23,-5,-8,2,-4
S=C1NCCc2ccc(Cl)cc2C1c1ccccc1 (stereo not drawn),7,17,-3,-1,-3,-3,-31,23,13,3,10
O=C(NCC1CCCO1)C(Cc1ccccc1)N1C(=O)C2C3C=CC(C4CC34)C2C1=O (stereo not drawn),17,-22,2,-1,0,8,-3,-1,17,13,10

Hits appear at their usual frequency. About 4.2% of those tested had a hit in this group.
